LYPLA2 counter – LYPLA2 inhibitors, primary screen, counter-screen for PME1 inhibitor project, biochemical, fluorescence polarization, FP-Rh probe ABPP. recombinant LYPLA2. inhibition, % at 5.9 µM. actives 0.38% (n = 320,000). AID 2177, 2009;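 active = inhibition above the screen-wide mean plus 3 SD, limit set per campaign, cut at about 26% in these data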;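 note: 0% = LYPLA2 with DMSO and 100% = wells lacking LYPLA2 enzyme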
LYPLA1 inh – LYPLA1 inhibitors, primary screen, counter-screen for PME1 inhibitor project, biochemical, fluorescence polarization, FP-Rh probe ABPP | actives 0.16% (n = 320,000) | inhibition, % at 5.9 µM | AID 2174, 2009 | Acyl-protein thioesterase 1 (Homo sapiens), O75608 | recombinant LYPLA1;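 active = inhibition above the mean of all tested compounds plus 3 SD, set per campaign, cut at about 14% in these data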;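 note: inhibitors block serine hydrolase probe labeling of LYPLA1 so polarization falls; 0% = enzyme with DMSO and 100% = wells lacking LYPLA1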
PAFAH1B2 FP inh – PAFAH1B2 enzyme inhibitors, primary screen, biochemical, fluorescence polarization, human. recombinant PAFAH1B2, FP-rhodamine activity probe. actives 1.2% (n = 340,000). AID 492953, 2010. inhibition, % at 3.39 µM;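 active = inhibition above the mean of all tested compounds plus 3 SD, cut at about 24% in these data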;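 note: 0% = enzyme with DMSO and 100% = wells lacking PAFAH1B2; many of its hits are not listed in these tables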
Target sequence (P68402 whole entry, looked up): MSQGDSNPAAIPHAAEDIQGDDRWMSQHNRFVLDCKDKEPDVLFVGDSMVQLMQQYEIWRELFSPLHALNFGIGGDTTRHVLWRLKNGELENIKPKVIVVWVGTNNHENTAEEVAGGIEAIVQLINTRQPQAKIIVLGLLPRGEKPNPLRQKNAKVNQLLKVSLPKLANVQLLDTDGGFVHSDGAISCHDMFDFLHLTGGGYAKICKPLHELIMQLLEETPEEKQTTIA
GSTO1 counter – inhibitors of recombinant GSTO1, primary screen, counter-screen for RBBP9 inhibitor project, biochemical, fluorescence polarization; Glutathione S-transferase omega-1 (Homo sapiens), P78417; inhibition, % at 5.96 µM; actives 1.1% (n = 300,000); AID 1974, 2009; activity-based probe fluorescence polarization;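 active = inhibition above the campaign mean inhibition plus 3 SD, cut at about 35% in these data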;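 note: 0% = GSTO1-1 with DMSO and 100% = wells lacking GSTO1-1 enzyme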
PAD4 FP inh – human PAD4 inhibitors, primary screen, biochemical, fluorescence polarization, 1536-well format. actives 0.41% (n = 330,000). Protein-arginine deiminase type-4 (Homo sapiens), Q9UM07. inhibition, % at 6.36 µM. recombinant PAD4, RCA probe fluorescence polarization;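 active = percent inhibition above a cutoff equal to the mean of all tested compounds plus 3 SD, cut at about 15% in these data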;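 note: 0% = PAD4 with RCA probe and DMSO and 100% = probe without PAD4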
Target sequence (Q9UM07 whole entry, looked up): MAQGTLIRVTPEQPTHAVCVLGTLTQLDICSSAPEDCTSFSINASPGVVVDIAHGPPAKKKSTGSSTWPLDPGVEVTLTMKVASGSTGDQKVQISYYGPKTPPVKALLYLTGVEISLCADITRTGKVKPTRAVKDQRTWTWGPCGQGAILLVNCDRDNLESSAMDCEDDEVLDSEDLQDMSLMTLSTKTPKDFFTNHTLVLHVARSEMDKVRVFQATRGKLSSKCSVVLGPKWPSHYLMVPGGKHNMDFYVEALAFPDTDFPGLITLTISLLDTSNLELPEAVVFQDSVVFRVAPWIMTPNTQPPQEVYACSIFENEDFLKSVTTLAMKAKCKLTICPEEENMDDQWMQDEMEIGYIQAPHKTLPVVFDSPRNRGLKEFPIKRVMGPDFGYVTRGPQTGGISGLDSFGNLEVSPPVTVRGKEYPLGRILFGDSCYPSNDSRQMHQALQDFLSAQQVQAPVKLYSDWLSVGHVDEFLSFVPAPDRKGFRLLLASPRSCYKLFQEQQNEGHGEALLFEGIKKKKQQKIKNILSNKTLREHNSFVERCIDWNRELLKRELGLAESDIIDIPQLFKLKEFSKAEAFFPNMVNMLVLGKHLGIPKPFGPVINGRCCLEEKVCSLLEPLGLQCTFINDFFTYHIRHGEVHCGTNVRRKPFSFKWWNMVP
PME-1 primary – PME-1 inhibitors via competitive probe labeling, primary screen, biochemical, fluorescence polarization, FP-Rh probe, HTS; Protein phosphatase methylesterase 1 (Homo sapiens), Q9Y570; recombinant PME-1; inhibition, % at 5.9 µM; actives 0.53% (n = 320,000);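 active = inhibition above the campaign mean of all compounds plus 3 SD, cut at about 26% in these data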;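 note: competitive labeling of PME-1 active site by serine hydrolase directed probe; 0% = PME-1 with DMSO and 100% = wells lacking PME-1 enzyme; inhibitors block probe labeling so polarization falls and inhibition rises; many of its hits are not listed in these tables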
pPAFAH inh – pPAFAH enzyme inhibitors, primary screen, biochemical, fluorescence polarization, human. Platelet-activating factor acetylhydrolase (Homo sapiens), Q13093. recombinant pPAFAH, FP-rhodamine probe fluorescence polarization. inhibition, % at 3.39 µM. actives 1.5% (n = 330,000). AID 463082, 2010;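 active = inhibition above the mean inhibition across the screen plus 3 SD, cut at about 25% in these data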;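 note: inhibitors block binding of the rhodamine activity-based probe so polarization drops; 0% = enzyme with DMSO and 100% = wells lacking pPAFAH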
PAFAH2 inh – PAFAH2 enzyme inhibitors, primary screen, biochemical, fluorescence polarization, human; actives 0.99% (n = 340,000); inhibition, % at 3.39 µM; recombinant PAFAH2, FP-rhodamine activity probe;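 active = inhibition above the mean over all tested compounds plus 3 SD, cut at about 30% in these data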;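 note: inhibitors block probe labeling of enzyme so polarization drops; 0% = enzyme with DMSO and 100% = wells lacking PAFAH2 protein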
PAFAH1B3 inh – PAFAH1B3 enzyme inhibitors, primary screen, biochemical, fluorescence polarization, human. inhibition, % at 3.39 µM. recombinant PAFAH1B3, FP-rhodamine probe. actives 0.28% (n = 340,000);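 active = inhibition above the screen-wide average of all tested compounds plus 3 SD, cut at about 25% in these data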;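 note: 0% = enzyme with DMSO only and 100% = wells lacking PAFAH1B3 protein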
Starred values were filed as active, the others as inactive; · = no result given. These rows are one share of the data; rates above refer to the full screens.

SMILES	LYPLA2 counter	LYPLA1 inh	PAFAH1B2 FP inh	GSTO1 counter	PAD4 FP inh	PME-1 primary	pPAFAH inh	PAFAH2 inh	PAFAH1B3 inh
COc1ccc(/C=C(\C#N)C(=O)OCC(=O)NC(=O)NCCC(C)C)cc1	7	3	6	-1	1	-2	5	-3	7
COc1ccc(N/C=C2\CCc3ccccc3C2=O)cc1	3	2	0	25	6	21	13	4	0
CN(C)CCCNC(=S)Nc1ccc(-c2ccccc2)cc1	-2	0	2	-10	3	-5	0	2	0
CCCCNC(=O)c1onc(CSc2cccc(OC)c2)c1C(=O)NCCCC	-14	-9	-3	5	3	-4	-2	-6	1
CCOC(=O)c1c(-c2cccs2)csc1NC(=O)C(C)(C)C	-9	0	-1	-2	0	-3	6	0	0
CCOCCOc1cccc(C(=O)NC(c2ccccc2)c2ccccc2)c1	-5	-5	7	-1	-1	2	0	0	11
COC(=O)c1ccccc1NC(=O)c1cnc2sccn2c1=O	3	-1	4	-6	0	4	-6	6	2
O=C(c1ccc(Cl)cc1)N1CCCCC(Sc2nnc(-c3ccc4c(c3)OCO4)o2)C1=O (configuration not stated)	9	6	-1	4	2	1	1	-16	8
O=C(CCCC1=NS(=O)(=O)c2ccccc2N1)N1CCN(c2ccc(Cl)cc2)CC1	2	3	6	5	-2	2	4	3	2
O=C(COC(=O)c1cccc(-n2cnnn2)c1)Nc1c(Cl)cccc1C(F)(F)F	1	-2	3	-1	6	5	-5	42*	-2
O=C(N/N=C/c1ccc(N2CCCCC2)o1)c1ccccc1[N+](=O)[O-]	-2	-2	10	8	1	1	2	5	4
CCNC(=O)c1ccc(NS(=O)(=O)c2ccc3[nH]c(=O)[nH]c3c2)cc1	1	0	-6	-38	0	5	-3	-1	2
Cc1c(Br)c([N+](=O)[O-])nn1CC(=O)NCc1cccs1	9	4	-3	-1	-9	4	0	-5	-3
O=C(Cc1c(F)cccc1Cl)NCCN1CCOCC1	1	6	0	4	-2	-4	1	-5	12
O=C(N/N=C/C(Br)=C/c1ccccc1)c1cnccn1	-1	-2	4	4	2	4	3	7	-1
CCN(CC(=O)NCc1ccc(F)cc1)C(=O)Cc1ccc(OC)cc1	3	0	-4	5	-3	0	4	-2	2
CC(Sc1ncccn1)C(=O)Nc1ccc2c(c1)OCO2 (configuration not stated)	·	·	6	·	6	·	4	7	2
CC1C/C(=N/NC(=O)c2ccc(CSc3nc4ccccc4[nH]3)cc2)CC(C)(C)C1 (configuration not stated)	-44	-27	0	-7	-3	-34	-8	-7	5
Cc1cc(C)c(C#N)c(N2CCSCC2)n1	0	0	5	-2	2	-2	-5	-3	4
CCOc1ccc(CCNC(=O)CCc2nnc3ccc(N4CCOCC4)nn23)cc1	-2	2	5	0	1	-5	1	6	11
CC(C)C[C@@H]1NC(=O)N(CCCn2ccnc2)C1=O	-3	3	4	-2	-6	1	3	7	1
CCC(C)(C(=O)NC1CCCC1)N(Cc1cccs1)C(C)=O (configuration not stated)	-2	-1	1	-2	-5	-1	3	2	0
O=C(Cn1nc(-c2ccc(N3CCOCC3)c([N+](=O)[O-])c2)c2ccccc2c1=O)N1CCCCC1	7	-1	4	-4	7	2	3	-8	0
Cc1cc(S(=O)(=O)Nc2ccc3ccccc3c2)c(C)s1	-1	-6	2	7	-6	3	5	-6	0
COC(=O)c1cnc(Oc2ccc(NC(=O)NC(=O)c3c(F)cccc3Cl)cc2)cc1C(F)(F)F	20	-3	5	-10	3	-3	4	-4	8
COc1cc(/C=N/NC(=O)c2ccncc2)ccc1OCCN1CCCCC1	2	-1	5	-2	3	2	2	-15	1
CCCC(=O)Nc1ccccc1NC(=O)c1ccc(OC(C)=O)cc1	-1	2	0	6	-3	5	6	0	0
CCOc1ccccc1C(=O)NC1CC2CCCC(C1)N2Cc1nnnn1Cc1ccco1 (configuration not stated)	4	1	3	3	-1	-1	1	6	8
COc1ccc(C(=O)Nc2ccc(N3CCN(C(=O)C(C)C)CC3)cc2)cc1[N+](=O)[O-]	-1	-3	-6	-3	-2	10	-2	-4	-1
S=C(Nc1ccccc1)N1CCN(C2CCCCC2)CC1	1	-2	-2	-1	-4	2	2	-1	3
CCOc1ccc(S(=O)(=O)NCc2cccnc2)cc1	-7	0	-2	2	0	0	4	0	6
CN(C)C(=O)Cn1c(SCC(=O)NCc2ccc3c(c2)OCO3)nc2ccccc21	2	-1	-1	4	0	-1	3	-1	3
CCN1CCN(C(=O)N(Cc2ccc(Cl)cc2)S(=O)(=O)c2ccc(C)cc2)CC1	-2	2	1	1	2	3	3	-4	-6
Cc1sc2ncnc(N3CCC(C(=O)Nc4ccc(Cl)cc4Cl)CC3)c2c1C	0	-1	5	0	-2	-9	1	-7	3
NC(=O)c1ccc(NC(=O)COC(=O)C2COc3ccccc3O2)cc1 (configuration not stated)	·	·	8	·	-1	·	4	4	6
Cc1cc(OC(=O)c2ccccc2[N+](=O)[O-])c([N+](=O)[O-])c(=O)[nH]1	5	1	4	0	0	-7	5	8	1
COC(=O)C1=CN(C(C)C)C=C(C(=O)OC)C1c1cc(Br)c(OC)c(OC)c1	-1	1	7	3	1	1	5	3	1
CN(C)CCCN(C(=O)c1ccc([N+](=O)[O-])o1)c1nc2cc3c(cc2s1)OCO3	4	1	-9	24	-2	3	6	4	3
Cc1c(Cl)c([N+](=O)[O-])nn1CC(=O)NCc1ccc(Cl)cc1	1	-1	5	8	-6	8	18	-7	-5
CC1Cc2ccccc2N1C(=O)CCn1c(=O)oc2ccccc21 (configuration not stated)	-3	1	3	5	0	-2	-4	10	-2
CCCn1c(SCC(=O)Nc2ccc3c(c2)CCC3)n[nH]c1=O	-5	-2	-4	4	-2	-5	2	1	1
O=C(N[C@H](CO)[C@H](O)c1ccc([N+](=O)[O-])cc1)C(Cl)Cl	-2	1	1	5	-3	3	3	-4	11
Cc1ccc(NC(=O)c2ccc(-n3cncn3)c([N+](=O)[O-])c2)cc1F	1	0	-3	-5	-5	6	3	-3	4
CC1=C(C(=O)N2CCCC(CCC(=O)NCc3ccccc3F)C2)OCCO1 (configuration not stated)	-6	0	1	-2	-6	-9	8	-4	8
CN(C)CCN(C(=O)c1ccc(S(=O)(=O)N(C)c2ccccc2)cc1)c1nc2cc3c(cc2s1)OCO3	8	6	12	1	-1	1	5	0	4
CC(=O)N1CCc2cc(S(=O)(=O)Nc3ccccc3N3CCN(C)CC3)ccc21	5	0	-1	3	-2	6	4	11	-1
CCc1nn(-c2cc(Oc3ccccc3)nc(-c3ccccc3)n2)c(N)c1C#N	1	1	7	2	1	3	-1	4	9
Cc1cc(C)cc(NS(=O)(=O)c2ccc(NC(=S)NC(=O)c3ccc(Br)o3)cc2)c1	-63	-32	-29	-36	-7	-47	-17	-58	-35
COc1cc(/C=C2\C(=O)ON=C2c2ccccc2)cc(OC)c1OC	-7	2	3	1	-2	-3	-1	1	2
COc1ccc(CCNC(=O)COC(=O)Cn2cnc3ccccc32)cc1OC	5	1	2	-7	-1	-3	-2	6	13

A different layout for 2 compounds above:
molecule,LYPLA2 counter,LYPLA1 inh,PAFAH1B2 FP inh,GSTO1 counter,PAD4 FP inh,PME-1 primary,pPAFAH inh,PAFAH2 inh,PAFAH1B3 inh
Cc1cc(C)c(C#N)c(N2CCSCC2)n1,0,0,5,-2,2,-2,-5,-3,4
O=C(N/N=C/c1ccc(N2CCCCC2)o1)c1ccccc1[N+](=O)[O-],-2,-2,10,8,1,1,2,5,4

More compounds.
SMILES	LYPLA2 counter	LYPLA1 inh	PAFAH1B2 FP inh	GSTO1 counter	PAD4 FP inh	PME-1 primary	pPAFAH inh	PAFAH2 inh	PAFAH1B3 inh
CCOc1ccc(C(=O)NCCC(=O)N2CCC3(CC2)NCCc2[nH]cnc23)cc1	-1	0	4	-14	-4	4	8	-2	8
Cc1cc(NCc2ccccn2)n2nc(C)c(-c3ccccc3)c2n1	-2	1	11	5	-2	8	8	5	9
Cn1c(C(=O)NCCCN2CCN(c3cccc(Cl)c3)CC2)cc2c(=O)n(C)c3ccccc3c21	9	-5	1	-5	-1	7	-1	-1	-1
Oc1ccc(Cl)cc1CNCC1CCCCC1	-1	-2	0	4	-5	-7	0	5	7
O=C(Nc1ccccc1C(=O)Nc1ccc(F)cc1)c1ccco1	-7	-13	-3	1	-5	-4	-3	7	13
Cc1cccc(NC(=O)c2nc[nH]c2C(=O)N2CCN(c3ccccc3)CC2)c1	·	·	6	·	3	·	3	6	12
CCOC(=O)NC(=O)C(=CNc1cccc(OC)c1)C(=O)NC(=O)OCC	1	-2	0	0	-4	-6	0	1	5
CC(=O)N=c1sc2cc(C)ccc2n1C	3	1	5	0	-4	-4	3	-3	14
COC(=O)c1ccc2c(=O)n(Cc3ccc4c(c3)OCO4)c(SCC(=O)N3CCCC3)nc2c1	6	-3	·	-1	-4	4	6	·	·
CC1=C(C(=O)OC2CCCCC2)C(c2ccco2)n2ncnc2N1 (configuration not stated)	-2	3	14	4	3	4	-6	-3	6
COc1ccccc1CNC(=O)COC(=O)/C=C/c1ccc2ccccc2n1	·	·	6	·	-1	·	6	21	10
CC(C)(C)C(=O)OCc1nc(-c2ccc(C(F)(F)F)cc2)cs1	-6	-4	2	2	-4	3	3	-7	6
Cc1cc2cc3c(N)[nH]nc3nc2cc1C	-1	2	4	-10	2	-3	2	-2	5
Cc1nc(NC(=O)COc2ccc(Cl)cc2)sc1C(=O)N(C)C	0	0	·	5	-1	-4	5	·	·
COc1ccc(O)c(/C=N/c2nc3ccccc3n2C)c1	-5	4	7	0	2	4	2	-5	2
CNC(=O)c1sccc1-n1cccc1	9	1	5	-8	1	-1	-7	2	-3
CCOc1ccc(/C=N/NC(=O)CN2CCCCC2)cc1OCC	-2	1	-1	5	0	-4	-4	-6	5
N#Cc1nc(Cc2ccccc2)oc1NCc1cccnc1	6	3	3	16	4	-5	1	4	6
COCCCn1c(=O)cc(C)[nH]c1=S	5	-1	7	13	1	-3	1	-4	8
CN1CCN(CCC(=O)Nc2ccccc2Cl)CC1	7	-2	3	4	-2	0	10	-5	2
O=C(Nc1ccc(S(=O)(=O)N2CCCC2)cc1)C1CC(=O)N(CCc2ccc(F)cc2)C1 (configuration not stated)	9	0	19	·	2	3	-2	-3	0
CSc1cccc(NS(=O)(=O)c2cn(C)cn2)c1	-10	-3	-2	-5	-2	0	-1	8	5
CCCN1CCC(=O)N([C@H](COc2ccccc2)c2ccccc2)CC1	2	2	1	3	0	6	-2	0	2
Cc1nn(CC(=O)NC(=O)NC2CCCCC2C)c(=O)c(C#N)c1C (configuration not stated)	6	-1	0	-2	-9	0	0	-2	1
Cc1ccc(C(=O)Nc2ccc(CN3CCCCC3)cc2)c(C)c1	-2	-2	1	9	-4	-7	-2	-1	0
CCOc1cc(/C=C(/NC(C)=O)C(=O)O)cc(Cl)c1OCc1ccc(Br)cc1	4	0	6	23	0	3	31*	10	4
CN1CCN(Cc2nc(-c3cccs3)no2)CC1c1ccccc1 (configuration not stated)	1	-4	-6	12	-10	-3	2	-3	6

Bioassay records from PubChem BioAssay.
